# DAX1 inh-1: inhibits human nuclear receptor DAX1; P51843; HEK293 Gal4-DAX1 luciferase reporter, luminescence; hit rate 0.99% among 340,000; AID 504766; inhibition, % at 6.75 µM;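 active means inhibition above the mean over all tested compounds plus 3 SD, cut at about 4.2% in these data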;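 further: 0% = DAX1-transfected cells with DMSO and 100% = empty-vector control cells with DMSO; inhibition shows as a rise in luminescence from relieved DAX1 repression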
# PLCg1 inh: inhibitors of human phospholipase C gamma1. hit rate 0.84% among 370,000. purified PLC-gamma1, fluorogenic substrate, fluorescence. inhibition, % at 12.2 µM; in the data active means inhibition above about 9.5%
# Target sequence (P19174 whole entry, looked up): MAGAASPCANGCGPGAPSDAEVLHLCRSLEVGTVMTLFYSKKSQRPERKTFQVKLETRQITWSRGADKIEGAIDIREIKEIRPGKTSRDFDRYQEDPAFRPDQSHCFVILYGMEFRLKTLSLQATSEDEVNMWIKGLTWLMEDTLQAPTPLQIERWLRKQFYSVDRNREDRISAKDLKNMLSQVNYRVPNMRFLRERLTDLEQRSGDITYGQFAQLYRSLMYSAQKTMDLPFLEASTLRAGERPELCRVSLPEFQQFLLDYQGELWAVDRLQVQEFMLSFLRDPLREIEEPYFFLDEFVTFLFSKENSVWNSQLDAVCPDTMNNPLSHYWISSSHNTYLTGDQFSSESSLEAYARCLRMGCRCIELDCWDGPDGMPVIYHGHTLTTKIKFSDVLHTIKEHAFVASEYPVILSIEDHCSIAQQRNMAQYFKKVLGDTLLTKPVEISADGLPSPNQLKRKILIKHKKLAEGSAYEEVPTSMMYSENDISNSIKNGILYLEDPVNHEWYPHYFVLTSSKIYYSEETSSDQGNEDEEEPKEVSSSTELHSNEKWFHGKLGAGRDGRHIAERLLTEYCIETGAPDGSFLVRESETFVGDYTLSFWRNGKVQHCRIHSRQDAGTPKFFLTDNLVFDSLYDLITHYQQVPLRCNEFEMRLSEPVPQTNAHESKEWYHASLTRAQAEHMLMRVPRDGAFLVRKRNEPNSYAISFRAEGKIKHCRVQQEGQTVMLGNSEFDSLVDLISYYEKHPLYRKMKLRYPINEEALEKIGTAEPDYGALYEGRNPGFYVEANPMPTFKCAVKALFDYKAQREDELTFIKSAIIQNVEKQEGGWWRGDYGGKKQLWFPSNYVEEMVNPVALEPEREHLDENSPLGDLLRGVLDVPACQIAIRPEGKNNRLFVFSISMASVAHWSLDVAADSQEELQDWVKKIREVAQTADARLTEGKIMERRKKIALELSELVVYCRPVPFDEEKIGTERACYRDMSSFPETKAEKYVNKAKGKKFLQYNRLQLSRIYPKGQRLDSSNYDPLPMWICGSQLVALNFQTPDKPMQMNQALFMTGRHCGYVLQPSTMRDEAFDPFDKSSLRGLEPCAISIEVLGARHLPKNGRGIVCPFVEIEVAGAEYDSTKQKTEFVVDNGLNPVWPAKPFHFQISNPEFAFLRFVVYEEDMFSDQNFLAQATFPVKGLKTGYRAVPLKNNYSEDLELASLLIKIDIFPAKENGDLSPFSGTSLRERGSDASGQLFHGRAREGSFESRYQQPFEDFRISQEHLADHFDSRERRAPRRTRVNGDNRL
# PLCb3 inh: blocks human PLC-beta3 enzyme activity. hit rate 0.18% among 370,000. AID 720704. Purified PLC-beta3, fluorogenic substrate, fluorescence. Q01970. inhibition, % at 12.2 µM; in the data active means inhibition above about 11%;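 further: 0% = median of compound wells on plate and 100% = full blocker control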
# sPLA2-III inh: Blocks human group III sPLA2 activity. QFRET BODIPY PC-A2 liposome hydrolysis, fluorescence. AID 743126. Q9NZ20. inhibition, % at 12.2 µM. hit rate 0.56% among 370,000;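 active means inhibition above mean plus 3 SD of compounds lying within the high and low control bounds, cut at about 19% in these data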;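 further: 0% = median of test compound wells and 100% = no enzyme DMSO wells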
# hcDAF-12 act: H. contortus DAF-12 activation, primary screen | HEK293 hcDAF-12 lit1-tk-luc reporter, luminescence; 0% DMSO, 100% Δ7-dafachronic acid | hit rate 1.4% among 370,000 | activation, % at 6.8 µM;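 active means activation above the mean of all tested compounds plus 3 SD, cut at about 5.5% in these data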;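 further: 100% = response to 3 µM Δ7-dafachronic acid high control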
# FXN GAA850 act: frataxin GAA850 promoter activation. hit rate 0.56% among 360,000. activation, % at 6 µM. AID 540364. HEK293 lucGAA850 FXN promoter luciferase reporter, 24 h; percent of 10 µM SAHA response;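 active means activation above the average of all compounds screened plus 3 SD, cutoff fixed separately per campaign, cut at about 7.5% in these data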;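 further: 0% = DMSO wells and 100% = 10 µM SAHA wells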
# hgDAF12 agonist: hgDAF-12 agonism, primary luciferase screen | activation, % at 6.8 µM | AID 687014 | hit rate 1.8% among 370,000 | HEK293 GAL4-hgDAF12 UAS-luciferase reporter, agonist luminescence; normalized to butyrate control;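 active means activation above a cutoff set at the mean of all screened compounds plus 3 SD, cut at about 10% in these data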;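 further: 0% = DMSO wells and 100% = sodium butyrate wells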
# ssDAF-12 act: activates DAF-12 receptor from parasite S. stercoralis | HEK293 ssDAF-12/GRIP1 lit1-tk-luc reporter, luminescence; % of 3 µM dafachronic acid response | activation, % at 6.8 µM | hit rate 1% among 370,000;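 active means activation above the mean over all tested compounds plus 3 SD, cut at about 0.9% in these data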;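 further: 0% = DMSO-only wells and 100% = 3 µM delta7-dafachronic acid wells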
# DAX1 inh-2: blocks DAX1 repression of SF-1 activated StAR promoter. HEK293T StAR-luciferase reporter, SF-1/DAX-1 repression relief. inhibition, % at 6.8 µM. hit rate 1.1% among 370,000. AID 652010;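 active means inhibition above the mean over all tested compounds plus 3 SD, cut at about 3.6% in these data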;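 further: 0% = DAX-1 cells with DMSO and 100% = cells lacking DAX-1 with DMSO; higher inhibition means more luminescence from relief of DAX-1 repression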
# ADAM17 inh: inhibits human ADAM17; P78536; recombinant ADAM17, EDANS/DABCYL FRET peptide cleavage; inhibition, % at 6.95 µM; hit rate 0.83% among 370,000; AID 720648;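 active means inhibition above the mean of compounds lying between control limits plus 3 SD, set per campaign, cut at about 8.5% in these data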;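 further: 0% = DMSO-only wells as the low control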
# ADAM10 inh: ADAM10 inhibition, QFRET primary screen; O14672; recombinant ADAM10, EDANS/DABCYL FRET peptide cleavage, 3 h; inhibition, % at 7 µM; hit rate 0.62% among 370,000; AID 720582;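 active means inhibition above a per-campaign cutoff equal to the mean of compounds falling between control-based bounds plus 3 SD, cut at about 20% in these data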;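 further: 0% = DMSO wells while the 100% control is not disclosed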
# * marks the source's active call; other numbers are inactive results; i = inactive; / = no result given. Random draw from the library (roughly 6.9% active in at least one column).
cpd	structure	DAX1 inh-1	PLCg1 inh	PLCb3 inh	sPLA2-III inh	hcDAF-12 act	FXN GAA850 act	hgDAF12 agonist	ssDAF-12 act	DAX1 inh-2	ADAM17 inh	ADAM10 inh
1	O=C(NCC(c1ccc(F)cc1)N1CCOCC1)c1ccccc1F (centres undefined)	0.9	6	7	4	-0.3	0.1	-0.8	-1.2	-0.3	-3	11
2	CC1Cc2nc(SCC(=O)NCc3ccco3)n(-c3ccccc3)c(=O)c2S1 (centres undefined)	-0.6	1	-3	-4	1.2	-0.2	-0.8	-0.8	0.3	3	-6
3	Cc1cc2sc(C(=O)O)c(C)c2s1	0.1	0	-5	2	-1.5	-1.5	-0.7	-1.0	-0.6	0	3
4	c1ccc2[nH]c(SCC3CCCCO3)nc2c1 (centres undefined)	1.0	3	-1	0	2.8	2.4	11*	-0.3	2.2	-3	4
5	Cc1ccc(OCc2nc3ccccc3n2C(C)C(=O)Nc2c(C)cccc2C)cc1 (centres undefined)	/	5	1	4	0.3	/	0.2	-1.1	0.6	4	0
6	CCc1ccc(C(=O)/C=C/NCc2ccc(F)cc2)cc1	-0.3	-14	-22	-11	-2.3	2.4	3.2	-1.0	0.0	-1	-1
7	C[C@@H]1COC(=O)[C@H](Cc2ccc(F)cc2)C/C=C\C[C@@H](CC(=O)NCCO)C(=O)N1	2.0	1	-3	12	0.9	-1.0	-0.8	-0.8	0.3	-5	12
8	Cc1nc2ccccc2cc1C(=O)NCc1ccccc1	-1.7	1	-6	0	-1.1	1.5	-3.2	-1.8	-0.6	-3	0
9	Cc1c(C(N)=O)cc([N+](=O)[O-])cc1[N+](=O)[O-]	-0.8	2	2	11	1.6	0.5	-0.3	-0.9	-0.7	-1	-9
10	CC(NC(=O)NC(=O)c1ccc(F)cc1)C1CC1 (centres undefined)	0.0	2	-2	11	-0.5	1.9	3.9	-1.3	1.8	0	-14
11	CC(NC(=O)N(Cc1ccccc1)Cc1ccc2c(c1)OCO2)(C(F)(F)F)C(F)(F)F	-0.3	-1	2	-3	-1.7	3.0	0.7	-1.5	0.5	1	0
12	COc1cc(OC)cc(C(=O)N[C@H](C(=O)NCCc2ccc(S(N)(=O)=O)cc2)C(C)C)c1	-0.1	0	-8	3	1.2	-0.6	1.5	-0.9	-0.3	-4	-2
13	C(#CCN1CCOCC1)COC(c1ccccc1)c1ccccc1	1.0	2	0	-1	-0.6	2.8	-2.0	-1.6	-0.1	-3	-4
14	C/C(=N\NC(=O)c1nnn(-c2nonc2N)c1CSc1ccccc1)c1ccc2c(c1)OCO2	0.9	1	-1	-1	0.2	1.1	0.5	-0.8	0.1	0	10
15	CC(OC(=O)c1ccc(-n2cnnn2)cc1)C(=O)Nc1ccccc1[N+](=O)[O-] (centres undefined)	0.4	0	2	-10	-1.2	-0.2	-0.4	-1.3	-0.3	-1	2
16	COc1ccc(-c2ccnc3c(C(=O)O)cnn23)cc1	0.9	i	i	9	0.2	2.2	-3.2	-0.6	-0.8	-112	-311
17	COc1ccc(-n2c(SCC(=O)Nc3cc(C)on3)nc3c(c2=O)SCC3)cc1	1.3	4	4	-1	-0.2	-2.5	-2.7	-1.3	-0.5	0	1
18	Cc1cccc(NC(=O)CSc2ncnc3sc(C)c(C)c23)n1	0.2	-2	-13	-7	-3.6	0.2	-1.6	-1.8	-0.3	1	-1
19	Cc1ccc(S(=O)(=O)N2CCN(CCOc3c(Cl)cccc3Cl)CC2)cc1C	0.3	0	-4	-12	-1.9	-1.7	1.3	-1.3	0.4	6	2
20	O=C(CNCc1ccc(F)cc1)Nc1ccccc1[N+](=O)[O-]	-1.1	5	-3	9	2.4	-0.8	2.0	-1.5	0.6	2	10
21	Clc1ccc2nc(-c3cccc(Br)c3)c(Cc3ccccc3)n2c1	/	-6	-14	-6	1.6	/	5.5	-0.2	2.3	-4	-30
22	Cc1ccc(C)c(N2CCN(S(=O)(=O)c3ccc4c(c3)NC(=O)CO4)CC2)c1	-0.2	4	-10	-7	1.5	0.5	0.4	-0.7	-0.2	4	20
23	COc1ccc2cc(C(=O)C3CCCN(C(=O)/C=C/c4ccccn4)C3)ccc2c1 (centres undefined)	-0.4	-72	-88	-2	-1.2	0.5	-1.6	-1.0	0.1	-51	-168
24	CCOCCCNc1ccc(-c2ccccc2)nn1	1.6	0	-1	-4	1.8	6.5	6.3	-1.0	2.8	-4	-3
25	CCc1nnc(NS(=O)(=O)c2ccc(N=Cc3c(C)[nH]n(-c4ccc(C)cc4)c3=O)cc2)s1	0.8	3	2	-18	0.7	-0.5	-2.5	-0.7	1.4	5	9
26	O=C(Nc1ccccc1C(=O)OCc1nnc(-c2ccccc2)o1)c1ccco1	0.6	-4	-2	2	-0.2	0.5	0.7	-0.8	0.1	-1	1
27	O=C(NC1C=CS(=O)(=O)C1)c1ccccc1 (centres undefined)	0.2	1	6	-5	0.4	2.7	1.9	-1.5	-0.8	0	1
28	Cc1ccc(C)c(N2CCN(C(=O)CN3C(=S)NC(C)(C)CC3C)CC2)c1 (centres undefined)	-1.1	-2	-12	12	-1.7	0.0	0.5	-0.9	-0.1	-2	9
29	Cc1cc(NC(=O)OC(C)(C)C)c(-n2nnnc2C(C(=O)c2ccc3c(c2)OCO3)N2CCN(c3ccccn3)CC2)cc1C (centres undefined)	/	-8	-7	-7	-1.3	/	-0.5	-0.9	0.4	-1	-13
30	CC(=O)Nc1nonc1NC(=O)CSC1=NCCS1	0.0	-2	-1	-4	-0.8	-1.7	-1.4	-1.1	-0.3	-5	1

# Next compounds
cpd	structure	DAX1 inh-1	PLCg1 inh	PLCb3 inh	sPLA2-III inh	hcDAF-12 act	FXN GAA850 act	hgDAF12 agonist	ssDAF-12 act	DAX1 inh-2	ADAM17 inh	ADAM10 inh
31	Cc1oc(-c2ccccc2Cl)nc1CN1CCCCC1c1cccnc1 (centres undefined)	-0.4	1	-6	-9	1.4	0.9	-1.6	-1.6	0.5	1	-5
32	Cc1c(O)ccc2c(CC(=O)N[C@@H](Cc3c[nH]c4ccccc34)C(=O)O)cc(=O)oc12	1.8	-451	i	-6	3.8	0.7	1.7	-0.3	0.1	-205	-435
33	Cc1ccccc1NC(=O)C1CCC(C)(C(=O)O)C1(C)C (centres undefined)	0.7	7	7	16	-2.3	0.2	0.8	-1.1	0.0	8	5
34	CCOC(=O)c1ccc(-n2c(C)nc3c(cnn3-c3ccccc3Cl)c2=O)cc1	0.6	9	8	-2	-1.9	-0.3	-0.2	-1.6	0.0	5	10
35	Cc1c(NC(=O)CN2CCN(c3ccc(O)cc3)CC2)c(=O)n(-c2ccccc2)n1C	2.5	-4	-3	0	0.3	3.3	1.0	-0.6	-1.0	-2	-4
36	CN1CCN(c2nc3c(c(=O)[nH]c(=O)n3C)n2CCOc2ccccc2)CC1	0.0	2	3	-8	-0.5	3.6	-0.9	-1.3	-0.6	-3	7
37	CC1(C(=O)NS(=O)(=O)C2CC2)CCN(C(=O)COc2ccc(Cl)cc2Cl)C1 (centres undefined)	/	4	3	1	-0.3	0.7	-1.3	-1.1	0.4	0	-4
38	COc1cccc(N2CCN(C3OC(=O)c4ccccc43)CC2)c1 (centres undefined)	2.1	-1	1	5	-1.3	-1.6	-0.8	-0.8	-0.1	-6	-5
39	C#CCOC(=O)Nc1cc(C)n(-c2ccccc2)n1	-2.2	-4	-16	0	0.2	1.0	0.8	-1.1	0.1	1	8
40	CCOC(=O)c1ccc2[nH]c3c(c2c1)CCCC3C(=O)OCC (centres undefined)	-1.0	-8	-13	-33	-1.6	-1.0	1.3	-1.6	0.2	-41	-6
41	CC(C)(C)c1nn(-c2ccccc2)c2[nH]c(=O)c(CNCc3ccc4c(c3)OCO4)cc12	-1.9	-40	-40	-11	-2.1	2.7	-3.0	-1.2	-0.2	-1	5
42	Cc1ccc(NC(=O)CCC2CC(C)(C)OC2=O)cc1 (centres undefined)	0.7	0	0	1	-2.9	2.4	-3.9	-0.9	0.3	-2	4
43	COc1ccc(CCNC(=O)CC2SC(=NCCc3ccccc3)NC2=O)cc1OC (centres undefined)	-0.3	0	3	-6	0.5	-0.9	-2.9	-0.4	0.6	2	-1
44	N#CCN1CCC(c2cc(-c3ccco3)n[nH]2)CC1	/	-113	-120	-1	-1.2	/	-1.4	-0.7	0.2	-7	-15
45	CCOC(=O)N1CCN(C(=O)C2CCCN(Cc3nc(-c4ccc(Cl)cc4)oc3C)C2)CC1 (centres undefined)	-7.7	2	3	-5	-5.4	-4.0	-9.5	-2.2	-4.6	1	-5
46	COc1ccccc1Oc1ccc(NC(=O)c2ccc(Cl)cc2)cc1	-2.5	3	-1	0	-2.7	1.1	1.8	-2.4	-2.0	2	7
47	O=C(NNS(=O)(=O)c1ccc(Cl)cc1)c1cc(-c2ccccc2)n[nH]1	-1.1	1	-6	-11	0.1	1.2	-0.7	-1.0	-0.3	-3	-9
48	Cc1cccc(C)c1OCC(N)C(C)C (centres undefined)	0.1	-1	2	2	-1.8	0.4	1.8	-1.7	-0.8	-5	5
49	Cc1cccc(NC(=O)C2CCCN(S(=O)(=O)c3ccc(-n4cnnn4)cc3)C2)c1 (centres undefined)	-1.1	2	-1	-14	-1.9	-2.0	-0.9	-0.7	0.2	1	-4
50	COC(=O)c1ccccc1NC(=O)NCC1CCN(Cc2ccc(OC)cc2)CC1	/	-1	-1	1	-3.3	/	-2.4	-1.2	-1.6	-3	-4
51	CC(=O)Nc1ccc(C(=O)CSc2ncn(-c3ccccc3)n2)cc1	1.4	4	3	-35	-0.1	4.5	2.4	0.0	0.2	1	10

# Given field by field: 4 of the compounds above.
36. CN1CCN(c2nc3c(c(=O)[nH]c(=O)n3C)n2CCOc2ccccc2)CC1
  DAX1 inh-1 = 0.0	PLCg1 inh = 2	PLCb3 inh = 3	sPLA2-III inh = -8	hcDAF-12 act = -0.5	FXN GAA850 act = 3.6	hgDAF12 agonist = -0.9	ssDAF-12 act = -1.3	DAX1 inh-2 = -0.6	ADAM17 inh = -3	ADAM10 inh = 7

37. CC1(C(=O)NS(=O)(=O)C2CC2)CCN(C(=O)COc2ccc(Cl)cc2Cl)C1 (centres undefined)
  DAX1 inh-1 = /	PLCg1 inh = 4	PLCb3 inh = 3	sPLA2-III inh = 1	hcDAF-12 act = -0.3	FXN GAA850 act = 0.7	hgDAF12 agonist = -1.3	ssDAF-12 act = -1.1	DAX1 inh-2 = 0.4	ADAM17 inh = 0	ADAM10 inh = -4

38. COc1cccc(N2CCN(C3OC(=O)c4ccccc43)CC2)c1 (centres undefined)
  DAX1 inh-1 = 2.1	PLCg1 inh = -1	PLCb3 inh = 1	sPLA2-III inh = 5	hcDAF-12 act = -1.3	FXN GAA850 act = -1.6	hgDAF12 agonist = -0.8	ssDAF-12 act = -0.8	DAX1 inh-2 = -0.1	ADAM17 inh = -6	ADAM10 inh = -5

39. C#CCOC(=O)Nc1cc(C)n(-c2ccccc2)n1
  DAX1 inh-1 = -2.2	PLCg1 inh = -4	PLCb3 inh = -16	sPLA2-III inh = 0	hcDAF-12 act = 0.2	FXN GAA850 act = 1.0	hgDAF12 agonist = 0.8	ssDAF-12 act = -1.1	DAX1 inh-2 = 0.1	ADAM17 inh = 1	ADAM10 inh = 8

# Screening data deposited in PubChem by The Scripps Research Institute Molecular Screening Center.
